Assay outcomes deposited in PubChem BioAssay by Broad Institute.
TcdB inh – blocks C. difficile toxin B glycohydrolase activity | P18177 | TcdB glycohydrolase enzymatic assay, plate reader | inhibition, % at 9.99 µM | 350,000 compounds, 0.24% hits | AID 652162; in the data active = inhibition above about 10%
Target sequence (P18177 whole entry, looked up): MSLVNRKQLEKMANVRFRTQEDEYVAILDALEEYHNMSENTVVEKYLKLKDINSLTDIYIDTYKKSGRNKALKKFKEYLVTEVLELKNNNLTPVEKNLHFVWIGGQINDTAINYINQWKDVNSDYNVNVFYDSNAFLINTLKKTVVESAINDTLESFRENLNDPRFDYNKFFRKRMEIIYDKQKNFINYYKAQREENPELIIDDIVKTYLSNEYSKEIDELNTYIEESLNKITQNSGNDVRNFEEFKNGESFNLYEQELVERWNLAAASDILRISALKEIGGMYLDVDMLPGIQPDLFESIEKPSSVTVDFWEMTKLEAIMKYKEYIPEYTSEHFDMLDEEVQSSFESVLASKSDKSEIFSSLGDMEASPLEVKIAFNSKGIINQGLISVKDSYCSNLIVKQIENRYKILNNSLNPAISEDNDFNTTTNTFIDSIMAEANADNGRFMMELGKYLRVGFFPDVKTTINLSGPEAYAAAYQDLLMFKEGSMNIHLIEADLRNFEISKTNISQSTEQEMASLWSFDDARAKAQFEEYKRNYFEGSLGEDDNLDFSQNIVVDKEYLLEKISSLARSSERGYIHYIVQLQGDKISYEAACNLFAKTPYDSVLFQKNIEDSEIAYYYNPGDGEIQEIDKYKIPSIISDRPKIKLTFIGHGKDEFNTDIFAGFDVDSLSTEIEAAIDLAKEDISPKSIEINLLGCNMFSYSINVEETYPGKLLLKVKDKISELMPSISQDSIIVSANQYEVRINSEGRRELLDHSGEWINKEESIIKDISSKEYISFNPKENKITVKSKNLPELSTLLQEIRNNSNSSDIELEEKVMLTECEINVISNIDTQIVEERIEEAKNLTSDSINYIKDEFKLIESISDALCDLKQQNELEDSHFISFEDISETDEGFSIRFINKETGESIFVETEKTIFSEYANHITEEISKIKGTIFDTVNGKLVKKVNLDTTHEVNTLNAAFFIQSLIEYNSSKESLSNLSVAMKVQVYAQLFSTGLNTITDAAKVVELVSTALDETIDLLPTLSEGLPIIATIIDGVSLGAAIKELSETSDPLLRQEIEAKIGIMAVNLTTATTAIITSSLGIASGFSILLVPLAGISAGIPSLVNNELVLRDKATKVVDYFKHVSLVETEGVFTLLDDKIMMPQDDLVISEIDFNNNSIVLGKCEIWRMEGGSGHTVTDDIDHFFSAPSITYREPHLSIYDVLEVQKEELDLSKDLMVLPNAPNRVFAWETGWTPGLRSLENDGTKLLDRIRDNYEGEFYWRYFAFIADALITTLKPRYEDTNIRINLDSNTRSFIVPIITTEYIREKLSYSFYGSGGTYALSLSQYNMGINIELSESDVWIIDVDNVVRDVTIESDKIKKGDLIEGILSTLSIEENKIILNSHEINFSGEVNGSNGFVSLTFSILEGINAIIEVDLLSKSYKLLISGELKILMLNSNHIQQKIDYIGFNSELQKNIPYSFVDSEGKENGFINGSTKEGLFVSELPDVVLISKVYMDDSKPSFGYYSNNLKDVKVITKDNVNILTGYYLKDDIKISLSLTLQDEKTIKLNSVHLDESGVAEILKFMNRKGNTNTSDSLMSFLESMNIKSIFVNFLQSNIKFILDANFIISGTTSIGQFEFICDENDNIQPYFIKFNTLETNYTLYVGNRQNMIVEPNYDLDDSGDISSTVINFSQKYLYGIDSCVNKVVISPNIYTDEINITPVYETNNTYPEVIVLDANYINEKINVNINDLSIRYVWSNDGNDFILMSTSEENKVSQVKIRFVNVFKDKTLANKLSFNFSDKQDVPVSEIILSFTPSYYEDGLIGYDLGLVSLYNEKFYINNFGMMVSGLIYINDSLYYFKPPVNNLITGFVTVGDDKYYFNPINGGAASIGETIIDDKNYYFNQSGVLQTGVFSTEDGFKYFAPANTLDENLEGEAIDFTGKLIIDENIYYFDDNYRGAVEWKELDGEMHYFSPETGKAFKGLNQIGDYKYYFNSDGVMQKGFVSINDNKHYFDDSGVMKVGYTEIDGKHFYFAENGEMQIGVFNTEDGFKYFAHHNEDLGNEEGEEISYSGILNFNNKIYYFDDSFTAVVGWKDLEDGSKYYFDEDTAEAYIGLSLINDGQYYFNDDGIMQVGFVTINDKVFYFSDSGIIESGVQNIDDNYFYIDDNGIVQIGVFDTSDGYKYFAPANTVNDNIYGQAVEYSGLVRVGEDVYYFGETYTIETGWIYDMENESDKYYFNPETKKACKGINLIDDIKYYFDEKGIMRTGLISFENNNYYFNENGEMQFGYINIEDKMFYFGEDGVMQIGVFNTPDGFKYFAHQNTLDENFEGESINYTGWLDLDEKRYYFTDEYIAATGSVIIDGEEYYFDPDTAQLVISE
Starred values were filed as active, the others as inactive; & = joins results of further samples. These rows are one share of the data (hit frequency here may not be typical).

A first look:
Screening CO[C@H]1CC[C@@H]2CCN(C)C(=O)[C@H](C)[C@@H](OC)CN(C)C(=O)c3cc(C#N)ccc3OC[C@@H]1O2 returned TcdB inh -0.4.
`C[C@H](O)C#Cc1cnc2c(c1)C(=O)N([C@@H](C)CO)C[C@@H](C)[C@@H](CN(C)Cc1ccc(-c3ccccc3)cc1)O2` gave TcdB inh -0.4.

The listing (from the top)
Screening CO[C@H]1CC[C@@H]2CCN(C)C(=O)[C@H](C)[C@@H](OC)CN(C)C(=O)c3cc(C#N)ccc3OC[C@@H]1O2 returned TcdB inh -0.4.
`C[C@H](O)C#Cc1cnc2c(c1)C(=O)N([C@@H](C)CO)C[C@@H](C)[C@@H](CN(C)Cc1ccc(-c3ccccc3)cc1)O2` gave TcdB inh -0.4.
C[C@@H]1CCCCO[C@@H](CN(C)C(=O)C2CCCCC2)[C@@H](C)CN([C@H](C)CO)C(=O)c2cc(NC(=O)c3ccncc3)ccc2O1 was read as TcdB inh -0.8.
Screening COc1cccc(-c2cnc3c(c2)C(=O)N([C@@H](C)CO)C[C@H](C)[C@H](CN(C)CC2CCOCC2)O3)c1 returned TcdB inh -2.0.
`CN1CCCCN2[C@H](CO)[C@@H](c3ccc(-c4ccccc4)cc3)[C@H]2C1` gave TcdB inh 0.4.
For O=C(CCN1CCCCC1)NCC[C@H]1CC[C@H](NC(=O)C2CC2)[C@@H](CO)O1 the results were TcdB inh 0.6.
Screening O=S(=O)(c1ccccc1F)N1CCCCN2[C@@H](CO)[C@@H](c3ccc(-c4ccccc4)cc3)[C@@H]2C1 returned TcdB inh -7.0.
COc1ccc(C#Cc2ccc([C@H]3[C@@H](CO)N4CCCCN(C(=O)Nc5cccc(F)c5)C[C@@H]34)cc2)cc1 was read as TcdB inh -0.8.
C[C@@H]1CN([C@@H](C)CO)S(=O)(=O)c2ccc(C#CCN(C)C)cc2O[C@@H]1CN(C)Cc1ccccc1F was read as TcdB inh 0.2.
For CN(C)C(=O)C[C@H]1CC[C@@H](NC(=O)C2CCC2)[C@H](CO)O1 the results were TcdB inh -0.1.
`COCC(=O)Nc1ccc2c(c1)C(=O)N(C)[C@H]1CC[C@@H](CC(=O)NCC3CCCCC3)O[C@H]1CO2` gave TcdB inh -0.8.
Screening OC[C@H]1[C@@H](c2ccc(C#CC3(O)CCCC3)cc2)[C@H]2CN(Cc3cccnc3)CCCCN21 returned TcdB inh -0.8.
`Fc1cccc(CN2C[C@@H]3N[C@H](C2)C3c2ccc(-c3cncnc3)cc2)c1` (stereo partly specified) gave TcdB inh 1.0&0.0.
`Cc1ccccc1-c1ccc([C@H]2[C@H]3CN(S(=O)(=O)Cc4ccccc4)CCCCN3[C@H]2CO)cc1` gave TcdB inh 1.7.
Screening CC(=O)N(C)C[C@H]1Oc2ncc(-c3ccc(C#N)cc3)cc2C(=O)N([C@@H](C)CO)C[C@H]1C returned TcdB inh 0.6.
For CCC(=O)N(C)C[C@@H]1Oc2cc(-c3ccncc3)ccc2S(=O)(=O)N([C@H](C)CO)C[C@H]1C the results were TcdB inh -1.4.
Screening COCC(=O)N(C)C[C@@H]1Oc2cc(C3=CCCCC3)ccc2S(=O)(=O)N([C@@H](C)CO)C[C@H]1C returned TcdB inh -0.8.
N#C[C@H]1N[C@@H](CO)[C@H]1c1ccc(C#Cc2ccccc2F)cc1 was read as TcdB inh -0.3.
For C/C=C/c1ccc([C@@H]2[C@@H](CO)N3CCCCN(C(=O)Cc4ccncc4)C[C@@H]23)cc1 the results were TcdB inh -6.1.
`O=C(C[C@H]1C[C@@H]2c3cc(NC(=O)c4cccnc4)ccc3O[C@@H]2[C@@H](CO)O1)NCc1cccc(F)c1` gave TcdB inh 0.1.
For C[C@@H]1CN([C@H](C)CO)S(=O)(=O)c2ccc(C3=CCCCC3)cc2O[C@H]1CN(C)C(=O)Cc1ccncc1 the results were TcdB inh 0.2.
Screening O=C(C[C@H]1C=C[C@H](NC(=O)c2cccc(F)c2)[C@H](CO)O1)NCc1ccc(Oc2ccccc2)cc1 returned TcdB inh -0.5.
Screening COc1ccccc1NC(=O)Nc1ccc2c(c1)C(=O)N(C)C[C@H](OC)[C@@H](C)CN[C@H](C)CO2 returned TcdB inh 0.5.
`C[C@H]1CN([C@@H](C)CO)C(=O)c2cccc(NC(=O)CCCCCC(=O)Nc3ccccc3N)c2O[C@H]1CN(C)C(=O)Nc1cccc2ccccc12` gave TcdB inh -6.7.
Cc1ccc(S(=O)(=O)NCC[C@H]2CC[C@H](NC(=O)c3cccc(F)c3)[C@H](CO)O2)cc1 was read as TcdB inh -0.7.
For CCC(=O)N1CCC2(CC1)CN(Cc1cccc(Cl)c1)[C@@H](CO)c1c2c2ccc(OC)cc2n1C the results were TcdB inh 0.2.
`COc1cccc(NC(=O)N[C@H]2CC[C@@H](CC(=O)NCc3ccccn3)O[C@@H]2CO)c1` gave TcdB inh 0.1.
For C[C@@H]1CN([C@H](C)CO)C(=O)c2cccc(NC(=O)Nc3ccccc3)c2O[C@@H]1CN(C)S(=O)(=O)c1ccccc1 the results were TcdB inh 1.3.
For C[C@@H]1CCCCO[C@@H](CN(C)S(=O)(=O)c2ccccc2)[C@@H](C)CN([C@@H](C)CO)C(=O)c2cc(NS(=O)(=O)c3cccs3)ccc2O1 the results were TcdB inh 0.5.
O=C(C[C@@H]1C[C@H]2c3cc(NC(=O)CC4CC4)ccc3O[C@H]2[C@H](CO)O1)NCc1cc(F)ccc1F was read as TcdB inh -0.9.
For CC(=O)N(C)C[C@H]1OCc2ccccc2-c2c(n(C)c3ccccc23)C(=O)N([C@@H](C)CO)C[C@H]1C the results were TcdB inh -0.4.
Screening O=C(N[C@H]1CC[C@H](CCn2cc(-c3cccnc3)nn2)O[C@@H]1CO)c1ccccc1F returned TcdB inh 0.9.
Screening C[C@H]1CN([C@@H](C)CO)C(=O)c2cc(/C=C/c3ccccc3)cnc2O[C@@H]1CN(C)Cc1ccncc1 returned TcdB inh -0.3.
For CCC(=O)N1CCCCN2[C@H](C1)[C@H](c1ccc(-c3cccnc3)cc1)[C@@H]2CO the results were TcdB inh 0.4.
C[C@@H]1CN([C@@H](C)CO)S(=O)(=O)c2ccc(-c3cncnc3)cc2O[C@@H]1CN(C)C(=O)Cc1ccncc1 was read as TcdB inh -0.1.
`Cc1ccc(S(=O)(=O)N(C)C[C@@H]2Oc3ccc(NC(=O)CCCCCC(=O)Nc4ccccc4N)cc3CC(=O)N([C@@H](C)CO)C[C@H]2C)cc1` gave TcdB inh -0.4.
`CC(C)CC#Cc1cnc2c(c1)C(=O)N([C@H](C)CO)C[C@H](C)[C@H](CN(C)C(=O)NC1CCCC1)O2` gave TcdB inh 0.6.
CCCN1C[C@@H](C)[C@H](OC)CN(C)C(=O)c2cc(NC(=O)c3ccccc3)ccc2OC[C@@H]1C was read as TcdB inh 0.6.
Screening COc1ccc(CNC(=O)C[C@@H]2CC[C@H](NC(=O)CN(C)C)[C@H](CO)O2)cc1 returned TcdB inh -0.3.
For C/C=C/c1ccc([C@@H]2[C@H]3CN(C(=O)c4ccncc4)CC(=O)N3[C@H]2CO)cc1 the results were TcdB inh -3.5.

5 entries picked at random from the list so far, as already listed:
For C[C@@H]1CN([C@H](C)CO)S(=O)(=O)c2ccc(C3=CCCCC3)cc2O[C@H]1CN(C)C(=O)Cc1ccncc1 the results were TcdB inh 0.2.
CCCN1C[C@@H](C)[C@H](OC)CN(C)C(=O)c2cc(NC(=O)c3ccccc3)ccc2OC[C@@H]1C was read as TcdB inh 0.6.
For CCC(=O)N1CCCCN2[C@H](C1)[C@H](c1ccc(-c3cccnc3)cc1)[C@@H]2CO the results were TcdB inh 0.4.
For C[C@@H]1CN([C@H](C)CO)C(=O)c2cccc(NC(=O)Nc3ccccc3)c2O[C@@H]1CN(C)S(=O)(=O)c1ccccc1 the results were TcdB inh 1.3.
Screening C[C@H]1CN([C@@H](C)CO)C(=O)c2cc(/C=C/c3ccccc3)cnc2O[C@@H]1CN(C)Cc1ccncc1 returned TcdB inh -0.3.

Later entries.
C[C@@H]1CCCCO[C@@H](CN(C)Cc2ccccc2)[C@H](C)CN([C@H](C)CO)C(=O)c2cc(NC(=O)Cc3ccccc3)ccc2O1 was read as TcdB inh -0.6.
`CN1C(=O)c2cc(NC(=O)c3cccs3)ccc2OC[C@@H]2O[C@@H](CC(=O)NCCN3CCCCC3)CC[C@H]21` gave TcdB inh 0.9.
C[C@@H]1CN([C@@H](C)CO)S(=O)(=O)c2ccc(C#CC3CCCC3)cc2O[C@H]1CN(C)Cc1cncnc1 was read as TcdB inh -0.5.
For Cc1cc(C(=O)Nc2cccc3c2O[C@@H](CN(C)Cc2ccc(Cl)c(Cl)c2)[C@H](C)CN([C@H](C)CO)C3=O)n(C)n1 the results were TcdB inh 0.8.
`COc1ccccc1C#Cc1cnc2c(c1)C(=O)N([C@H](C)CO)C[C@H](C)[C@H](CN(C)C(=O)CC1CC1)O2` gave TcdB inh -0.3.
Screening CC=Cc1ccc2n(c1=O)C[C@@H]1[C@@H](CO)[C@H](C(=O)NC3CCC3)[C@H]2N1Cc1ccncc1 (mixture of isomers) returned TcdB inh -0.3.
`COc1ccc(S(=O)(=O)N(C)C[C@@H]2OCCCC[C@@H](C)Oc3ccc(NC(=O)c4ccccc4)cc3C(=O)N([C@@H](C)CO)C[C@@H]2C)cc1` gave TcdB inh 0.4.
Cc1noc(C)c1NC(=O)N1C[C@H](O)COC[C@H]2O[C@@H](CC(=O)NCC3CC3)CC[C@@H]21 was read as TcdB inh 0.8.
COc1cccc(NC(=O)N2[C@@H](CO)[C@H](c3ccccc3)[C@@H]2CNC(C)C)c1 was read as TcdB inh 0.1.
Screening CC(C)NC(=O)N(C)C[C@@H]1OCCCC[C@H](C)Oc2ccc(NC(=O)c3ccncc3)cc2C(=O)N([C@H](C)CO)C[C@@H]1C returned TcdB inh 1.1.
Screening CCCNC(=O)Nc1ccc2c(c1)OC[C@H](C)N(Cc1cccnc1)C[C@H](C)[C@@H](OC)CN(C)C2=O returned TcdB inh -0.1.
C[C@H](CO)N1C[C@H](C)[C@H](CN(C)S(=O)(=O)c2cn(C)cn2)Oc2c(NC(=O)c3ccc(-c4nccs4)cc3)cccc2C1=O was read as TcdB inh 1.6.
For CCCNC(=O)C[C@@H]1CC[C@@H]2[C@H](COC[C@H](O)CN2C(=O)c2ccccn2)O1 the results were TcdB inh -2.5.
`Cc1noc(C)c1NC(=O)N(C)C[C@H]1Oc2c(NC(=O)C3CC3)cccc2C(=O)N([C@H](C)CO)C[C@H]1C` gave TcdB inh -0.5.
Screening O=C(C[C@H]1CC[C@H]2[C@@H](COC[C@H](O)CN2Cc2cc(F)cc(F)c2)O1)NCc1cccc(F)c1 returned TcdB inh -0.8.
`COc1ccc(-c2cnc3c(c2)C(=O)N([C@H](C)CO)C[C@@H](C)[C@@H](CN(C)C(=O)Cc2ccccc2)O3)cc1` gave TcdB inh 0.3.
Screening COc1ccc(NC(=O)N2CCCCN3[C@H](CO)[C@@H](c4ccc(C#CCC(C)C)cc4)[C@H]3C2)cc1 returned TcdB inh -0.4.
O=S(=O)(c1ccccc1F)N1CC[C@@H]2[C@H](CO)Nc3ccc(C4=CCCCC4)cc3[C@@H]21 was read as TcdB inh -0.6.
Screening CN(C)C(=O)C[C@@H]1CC[C@@H]2[C@H](COC[C@H](O)CN2CC2CC2)O1 returned TcdB inh -2.5.
Screening CO[C@H](CN(C)C(=O)c1cc(Cl)cc(Cl)c1)[C@H](C)CN(C(=O)Nc1ccc(F)cc1)[C@@H](C)CO returned TcdB inh 0.5.

A draw from above in order of length of the SMILES, smallest number first.
Screening CN(C)C(=O)C[C@@H]1CC[C@@H]2[C@H](COC[C@H](O)CN2CC2CC2)O1 returned TcdB inh -2.5.
Screening CC(C)NC(=O)N(C)C[C@@H]1OCCCC[C@H](C)Oc2ccc(NC(=O)c3ccncc3)cc2C(=O)N([C@H](C)CO)C[C@@H]1C returned TcdB inh 1.1.
`COc1ccc(S(=O)(=O)N(C)C[C@@H]2OCCCC[C@@H](C)Oc3ccc(NC(=O)c4ccccc4)cc3C(=O)N([C@@H](C)CO)C[C@@H]2C)cc1` gave TcdB inh 0.4.

(listing goes on)
CNC(=O)C[C@@H]1CC[C@H]2[C@H](COc3ccc(NC(=O)c4cccc(F)c4)cc3C(=O)N2C)O1 was read as TcdB inh 0.1&-0.4.
Screening COC(=O)c1cn(CCNC(=O)Nc2ccccc2)nn1 returned TcdB inh 0.0.
Screening CN1CCN(C(=O)C[C@H]2CC[C@H]3[C@@H](COC[C@H](O)CN3C(=O)Nc3cc(Cl)cc(Cl)c3)O2)CC1 returned TcdB inh -0.3.
Screening CN1CCN(C(=O)C[C@@H]2CC[C@H]3[C@@H](COC[C@@H](O)CN3Cc3cccc(-c4ccncc4)c3)O2)CC1 returned TcdB inh -0.6.
Cc1noc(C)c1S(=O)(=O)Nc1cccc2c1O[C@@H](CN(C)C(=O)Nc1ccc(F)cc1)[C@@H](C)CN([C@H](C)CO)C2=O was read as TcdB inh 1.4.
`C[C@@H]1CN([C@@H](C)CO)C(=O)Cc2cc(NC(=O)Nc3ccc(C(F)(F)F)cc3)ccc2O[C@H]1CN(C)Cc1ccncc1` gave TcdB inh -0.6.
`CO[C@H]1CN(C)C(=O)c2cc(NC(=O)NC(C)C)ccc2OC[C@@H](C)N(Cc2ccccn2)C[C@H]1C` gave TcdB inh -1.3.
`COc1ccc2c3c(n(C)c2c1)[C@H](CO)N(Cc1cccc(Cl)c1)CC31CN(C(=O)C2CC2)C1` gave TcdB inh -0.8.
For CCCC#Cc1cnc2c(c1)C(=O)N([C@@H](C)CO)C[C@H](C)[C@@H](CN(C)C(=O)c1cnccn1)O2 the results were TcdB inh 0.3.
Screening CC(C)CC#Cc1ccc2c(c1)O[C@@H](CN(C)C(=O)c1ccccn1)[C@H](C)CN([C@@H](C)CO)S2(=O)=O returned TcdB inh 0.3.
`C[C@H]1CN([C@@H](C)CO)C(=O)CCCn2cc(nn2)CO[C@@H]1CN(C)Cc1ccc2c(c1)OCO2` gave TcdB inh 0.2.
`C[C@@H]1CCCCO[C@H](CN(C)C(=O)Nc2ccccc2)[C@H](C)CN([C@H](C)CO)C(=O)c2cc(NC(=O)c3ccccc3)ccc2O1` gave TcdB inh 0.4.
COc1cccc(CNC(=O)C[C@@H]2CC[C@H](NC(C)=O)[C@H](CO)O2)c1 was read as TcdB inh -1.1.
`O=C(c1ccccc1)N1CC(=O)N2[C@H](C1)[C@H](c1ccc(-c3ccccc3)cc1)[C@@H]2CO` gave TcdB inh 0.5.
